Bioassay records from PubChem.
core dimer inh = blocks dimerization of HCV core protein; TR-FRET GST/Flag-core106 dimerization, 1536-well; inhibition, % at 5 µM; 300,000 compounds, 0.33% hits; AID 1899;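 active = inhibition above the mean of all tested compounds plus 3 SD, set per screening campaign, cut at about 45% in these data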
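System – GST-tagged and Flag-tagged HCV core protein residues 1-106 · Repeats – one well for each compound · Technique – TR-FRET 671 and 617 nm emission · Doses – one concentration, 5 µM, in 0.5% DMSO · Times – 4 h, 22.5 °C incubation · Also added – Eu donor and XL665 acceptor anti-tag antibodies · Measure – percent inhibition of core106 dimerization signal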
PP5 inh = inhibitors of human protein phosphatase 5 (PP5) | P53041 | purified PP5c, OMFP substrate fluorescence | inhibition, % at 6.7 µM | 320,000 compounds, 0.18% hits;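 active = inhibition above the campaign's mean inhibition across all tested compounds plus 3 SD, cut at about 9.5% in these data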;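 also: 0% = DMSO only and 100% = 100 µM cantharidin control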
Target sequence (P53041 whole entry, looked up): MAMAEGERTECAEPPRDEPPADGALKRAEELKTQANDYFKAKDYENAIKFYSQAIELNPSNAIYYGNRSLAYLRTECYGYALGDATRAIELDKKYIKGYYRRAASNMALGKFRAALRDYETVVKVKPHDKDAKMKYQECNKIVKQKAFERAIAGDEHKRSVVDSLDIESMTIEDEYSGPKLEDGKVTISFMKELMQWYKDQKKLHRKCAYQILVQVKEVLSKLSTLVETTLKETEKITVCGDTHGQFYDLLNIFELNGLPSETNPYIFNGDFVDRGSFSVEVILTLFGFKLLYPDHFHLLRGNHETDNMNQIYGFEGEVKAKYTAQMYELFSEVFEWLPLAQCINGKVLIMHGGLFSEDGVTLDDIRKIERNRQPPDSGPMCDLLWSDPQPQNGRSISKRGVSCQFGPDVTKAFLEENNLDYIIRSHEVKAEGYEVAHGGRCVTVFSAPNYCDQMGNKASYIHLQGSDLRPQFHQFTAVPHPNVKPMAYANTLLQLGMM
PP1 counter = counter-screen for PP5 inhibitors: inhibitors of human PP1-alpha; purified PP1alpha, OMFP fluorescence; AID 2235; inhibition, % at 6.7 µM; 320,000 compounds, 0.9% hits; P62136;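 active = inhibition above the mean inhibition of all tested compounds plus 3 SD, computed separately for each screening campaign, cut at about 15% in these data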
Target sequence (P62136 whole entry, looked up): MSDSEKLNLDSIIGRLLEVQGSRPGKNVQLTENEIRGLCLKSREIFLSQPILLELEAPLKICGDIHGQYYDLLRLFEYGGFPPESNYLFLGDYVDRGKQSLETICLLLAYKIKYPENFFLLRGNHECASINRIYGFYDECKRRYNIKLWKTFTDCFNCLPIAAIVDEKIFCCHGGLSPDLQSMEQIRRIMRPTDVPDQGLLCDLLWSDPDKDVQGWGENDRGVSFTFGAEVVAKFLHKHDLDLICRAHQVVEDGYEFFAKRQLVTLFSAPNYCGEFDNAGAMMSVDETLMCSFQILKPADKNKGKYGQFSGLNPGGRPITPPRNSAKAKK
CTSL1 counter = blocks F. hepatica cathepsin L1 in PFM18AAP counter-screen. recombinant F. hepatica cathepsin L1, Z-Leu-Arg-MCA fluorescence. inhibition, % at 5.96 µM. 300,000 compounds, 0.49% hits. AID 1906;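 active = inhibition above the mean of all tested compounds plus 3 SD, set per screening campaign, cut at about 17% in these data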;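 also: 0% = plate median of test compound wells and 100% = 1 µM Z-Phe-Ala-diazomethylketone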
EBNA-1 inh = blocks EBNA-1 binding to DNA; AID 1950; inhibition, % at 14.8 µM; 300,000 compounds, 0.34% hits; EBNA-1 DNA binding, fluorescence polarization; in the data active = inhibition above about 28%
JMJD2C inh = blocks human GASC-1 demethylase activity; GST-JMJD2C(1-420) H3K9me3 demethylation, DELFIA europium; inhibition, % at 2.35 µM; 330,000 compounds, 0.069% hits;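 active = more than half of a compound's replicate wells show inhibition beyond 50%, single wells judged on their own value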;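 also: signal counts dimethyl H3K9 product captured on neutravidin plate; 0% = median of DMSO wells and 100% = 0.3 times that DMSO median; strong numbers were not always called active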
ZTA DNA inh = counter-screen for EBNA-1 inhibitors: inhibitors of Epstein-Barr virus ZTA; P03206; ZTA-DNA binding, fluorescence polarization; inhibition, % at 11 µM; 320,000 compounds, 0.15% hits; AID 2234; in the data active = inhibition above about 33%
Target sequence (P03206 whole entry, looked up): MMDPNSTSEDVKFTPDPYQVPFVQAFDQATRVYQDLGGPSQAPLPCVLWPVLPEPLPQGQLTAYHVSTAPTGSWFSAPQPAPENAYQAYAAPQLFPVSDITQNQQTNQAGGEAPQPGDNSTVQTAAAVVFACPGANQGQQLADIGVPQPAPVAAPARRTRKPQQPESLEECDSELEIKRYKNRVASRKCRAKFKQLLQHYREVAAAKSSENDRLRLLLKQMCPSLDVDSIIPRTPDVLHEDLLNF
CR mimetic SO = lowers age-related superoxide in aged yeast cells. 330,000 compounds, 0.18% hits. AID 2690. S. cerevisiae aged cells, superoxide DHE fluorescence; stronger effect = lower value. superoxide response (% of plate mean), % at 10 µM;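 active = superoxide response under a set limit, about three screen SD below normal, cut at about 65% in these data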;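 also: yeast aged for seven days with compound at 30 °C before DHE staining; 100% = average MFI of all compound-treated wells on the plate with controls excluded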
TPT1 inh = C. albicans TPT1 enzyme inhibition. recombinant caTPT1, FP RNA substrate dephosphorylation. inhibition, % at 5 µM. 300,000 compounds, 0.81% hits;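 active = inhibition above the mean of all tested compounds plus 3 SD, set per screening campaign, cut at about 24% in these data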;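 also: plate controls were DMSO alone for no effect and ferristatin control at 100 nM for full effect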
* hit, by the source's call; / = not tested or not shown.

SMILES	core dimer inh	PP5 inh	PP1 counter	CTSL1 counter	EBNA-1 inh	JMJD2C inh	ZTA DNA inh	CR mimetic SO	TPT1 inh
Brc1ccc(NC(c2ccccc2)c2ccncc2)cc1 (centres undefined)	7	-0.2	-1	0	6	-5	-7	105	-3
COc1ccc(NC(=O)CN2CCN(c3ccccc3F)CC2)cc1	6	2.9	0	-5	-1	-1	-8	113	3
CC(C(=O)N1CCN(c2ccccc2)CC1)c1ccc([N+](=O)[O-])cc1 (centres undefined)	5	3.8	-2	1	-3	-6	3	90	0
CCOC(=O)C1=C(CSc2nc(-c3ccccc3)ccc2C#N)OC(N)=C(C#N)C1c1ccccc1 (centres undefined)	53*	5.8	13	-2	-13	-2	0	101	21
O=[N+]([O-])c1cccc(Oc2cnccn2)c1	-5	1.9	-1	0	1	0	-10	107	-1
COC(=O)/C=C1/SC(=NC(=O)c2ccc(F)cc2)NC1=O	4	1.3	-1	-3	-9	-2	-3	98	4
CCn1c2ccccc2c2cc(NC(=O)c3ccccc3[N+](=O)[O-])ccc21	13	3.6	2	-1	-12	-4	-1	102	-5
O=C(O)c1nn(CCOc2cccc(Cl)c2)c(=O)c2ccccc12	4	3.9	5	6	8	-9	2	115	-5
COc1ccc(CCNC(=O)COc2ccc(C)nc2[N+](=O)[O-])cc1	-2	0.4	-2	0	-5	1	-3	96	-5
CCOC(=O)N1CCC(N2Cc3cccc(C(=O)O)c3C2=O)CC1	17	-0.7	2	-1	-1	-5	-2	72	-4
Cc1ccc(OCC(=O)NCCNC(=O)c2cnccn2)cc1	9	2.5	-2	-7	-1	-10	8	105	0
O=C(Nc1ccccc1)c1ccc(COc2ccccc2)cc1	11	2.8	-1	-2	0	8	-15	94	0
CCOC(=O)Cc1cc(=O)n2[nH]c(C)c(-c3ccccc3)c2n1	-9	0.8	15*	0	1	13	-2	93	7
CC(C(O)C12CC3CC(CC(C3)C1)C2)N1CCCCC1 (centres undefined)	2	-0.3	-5	-1	3	9	9	98	-1
CCn1c(CSc2nc3ccccc3s2)nnc1SCC(=O)c1ccc(O)cc1O	2	-0.6	0	-3	5	-1	-18	101	-4
CCOC(=O)N1CCN(C(=O)c2ccc(CS(=O)(=O)c3ccccc3OC)o2)CC1	-2	1.3	-6	5	0	-6	-5	98	-3
CN(CCOc1ccccc1)CC(O)COCc1ccccc1F (centres undefined)	1	-0.1	1	-3	14	3	7	110	-4
CCSc1nnc(CSc2ncccn2)n1C	4	2.9	-4	0	-7	21	2	111	-3
CCOCC(=O)Nc1ccc([N+](=O)[O-])cc1Cl	-2	-0.7	-1	-3	-6	-12	14	100	-1
CCOC(=O)c1ccc(NC(=S)N2CCCC(C(=O)OCC)C2)cc1 (centres undefined)	4	0.6	0	0	1	1	5	103	-1
CCn1c(/C=C/Nc2ccccc2)[n+](CC)c2cc(Cl)c(Cl)cc21	-10	2.4	2	-1	3	-1	-8	97	4
CC(OC(=O)Cc1n[nH]c(=O)c2ccccc12)C(=O)Nc1cccc([N+](=O)[O-])c1 (centres undefined)	3	1.2	-3	0	-1	-14	4	103	3
S=C(NC1CCCCC1)NN1CCOCC1	3	-0.2	-3	1	4	-4	1	99	-1
CC1=NOC(=O)/C1=C/c1ccc(O)c(Cl)c1	11	-1.1	1	-2	7	7	-3	94	3
O=C(CN1CCOCC1)Nc1ccc(S(=O)(=O)N2CCCCCC2)cc1	0	-0.8	-3	-2	-7	1	-2	78	2
COc1ccc(C(=O)NCC(=O)OCC(=O)N2N=C(c3ccc(Cl)cc3)CC2c2ccco2)cc1OC (centres undefined)	19	2.7	0	-21	-15	-10	1	100	6
Cc1cc2c(cc1S(N)(=O)=O)S(=O)(=O)CCC2	0	3.0	-2	5	-9	/	3	113	1
C=CCNC(C(=O)Nc1cccc(OC)c1)c1ccccc1 (centres undefined)	0	-0.6	-4	3	-10	0	-9	108	1
C=CCNC(=O)c1ccc(N(Cc2ccc(Cl)cc2)S(C)(=O)=O)cc1	-2	1.5	3	-3	3	-2	-5	99	-4
O=C(NCCCN1CCOCC1)C1CCN(S(=O)(=O)c2cccc(C(F)(F)F)c2)CC1	/	1.8	-4	/	/	9	-10	77	/
O=C(NN1C(=O)C2C3C=CC(C4CC34)C2C1=O)c1cccc(Br)c1 (centres undefined)	0	-0.4	-3	-2	-2	3	-1	85	-1
CC(=O)Nc1cccc2c1C(=O)N(c1cccc(C)c1)C2=O	-4	0.5	-3	1	-7	29	4	99	-7
Cc1onc(-c2c(F)cccc2Cl)c1C(=O)NC(=S)NCc1cccnc1	3	0.6	-4	-4	-2	7	-1	105	-1
CCOC(=O)c1ccc(N2C=C(C(=O)OC)C(c3ccc(OC)c(O)c3)C(C(=O)OC)=C2)cc1	14	4.8	0	0	-14	-16	3	93	0
O=C(O)c1ccccc1C(c1ccc(O)cc1)c1ccc(O)cc1	-8	-1.2	-2	4	0	-34	-10	93	3
COC(=O)c1cncc(O)c1	-2	1.8	0	-3	-15	-16	2	97	-6
COc1ccc(OC)c(CN(CCN2CCOCC2)C(=O)Nc2cccc(Cl)c2)c1	-2	-1.5	-2	0	10	-12	8	88	3
CC(=O)Nc1ccc2c(c1)nc(CN1CCCC1)n2C	-2	0.8	-2	-10	1	90	-31	97	-6
CC(=O)c1sc(NC(=O)c2cc(-c3ccccc3)nn2-c2ccccc2)nc1C	8	3.9	2	-1	-11	-20	0	94	-2
COc1ccc(CC(=O)NC(C)c2nnc(SCC(=O)Nc3cc(C)ccc3OC)n2C)cc1 (centres undefined)	-10	0.8	2	-1	-4	2	-1	99	0
Cc1ccc(S(=O)(=O)N/N=C\c2cc3c(cc2Br)OCO3)cc1	-5	0.1	0	-1	7	3	-9	94	-1
CCOC(=O)CCn1nnc(N)n1	1	0.3	-1	0	0	-3	6	91	1
O=C(NCc1ccccc1)c1onc(CSc2nc3ccccc3[nH]2)c1C(=O)NCc1ccccc1	2	2.5	7	1	6	-4	6	86	1
COC(=O)CNC(=O)C(NC(=O)OCc1ccccc1)C(C)C (centres undefined)	-1	4.2	-1	15	5	-1	8	105	2
COC(=O)c1ccc(COc2ccc(/C=N/O)cc2)o1	1	-1.6	-5	-2	-4	-3	8	112	3
CCOC(=O)c1c(SC)[nH]c2c(Cl)cccc2c1=O	4	0.8	-2	0	-15	-4	-12	115	1
Cc1ccc(SCc2cc(=O)[nH]c(/N=C(\N)Nc3cccc4ccccc34)n2)cc1	11	-0.5	-3	-2	7	12	15	108	3
C=CCc1cccc(/C=N/c2ncn[nH]2)c1O	-4	-0.9	1	4	0	-7	14	75	-4
Cc1ccc(OC(=O)CCC(=O)Nc2ccc(C(N)=O)cc2)cc1	-10	0.1	-3	-6	-4	10	5	104	2
O=C(c1ccc([N+](=O)[O-])c(CS(=O)(=O)c2ccc(Cl)cc2)c1)N1CCCCC1	9	-2.1	0	-1	0	-1	12	106	-1
Cc1ccccc1C(=O)Nc1ccc2c(c1)C(=O)NC2=O	-12	2.9	0	-1	-8	-2	2	108	2
O=C(/C=C/c1cccc(O)c1)c1cccnc1	0	2.1	-4	1	-2	-2	-3	106	1
Cc1ccc(S(=O)(=O)NC(=O)N(C)C2CCCCC2)cc1	1	-0.4	-7	-1	-8	7	-7	97	2
C=CCNC(=O)CC1Nc2c3ccccc3nc(=S)n2C1=O (centres undefined)	-5	1.2	-3	4	-4	-4	-7	86	-1
CCOC(=O)C1ON2CCCCC2C1(O)C(F)(F)F (centres undefined)	-4	1.1	0	-3	-25	-4	-7	91	2
CCOc1ccc(NC(=O)CSc2ncc(-c3ccc(F)cc3)n2Cc2ccco2)cc1	5	3.2	1	-3	-2	12	15	100	4
CCOc1ccc(NC(=O)Nc2ccc3c(c2)N(C)C(=O)CS3)cc1	9	3.8	-6	-2	-8	19	0	97	-4
Cc1ccc(C2=NS(=O)(=O)N(C)C(C(=O)NCc3ccccc3)=C2)cc1	7	3.0	-3	0	-20	-4	1	102	-4
O=C(NCCn1ccc2ccccc21)c1cccc([N+](=O)[O-])c1	-4	-1.7	-2	1	0	-6	-27	114	-6
Cc1cc(C)n2nc(-c3ccccc3)c(-c3ccccc3)c2n1	-1	2.6	1	0	-10	-29	-17	93	-1

Random excerpt: 5 records from the list, in no set order.
SMILES	core dimer inh	PP5 inh	PP1 counter	CTSL1 counter	EBNA-1 inh	JMJD2C inh	ZTA DNA inh	CR mimetic SO	TPT1 inh
O=C(/C=C/c1cccc(O)c1)c1cccnc1	0	2.1	-4	1	-2	-2	-3	106	1
O=C(c1ccc([N+](=O)[O-])c(CS(=O)(=O)c2ccc(Cl)cc2)c1)N1CCCCC1	9	-2.1	0	-1	0	-1	12	106	-1
O=C(NCc1ccccc1)c1onc(CSc2nc3ccccc3[nH]2)c1C(=O)NCc1ccccc1	2	2.5	7	1	6	-4	6	86	1
COC(=O)CNC(=O)C(NC(=O)OCc1ccccc1)C(C)C (centres undefined)	-1	4.2	-1	15	5	-1	8	105	2
Cc1ccc(SCc2cc(=O)[nH]c(/N=C(\N)Nc3cccc4ccccc34)n2)cc1	11	-0.5	-3	-2	7	12	15	108	3

(next part)
SMILES	core dimer inh	PP5 inh	PP1 counter	CTSL1 counter	EBNA-1 inh	JMJD2C inh	ZTA DNA inh	CR mimetic SO	TPT1 inh
O=C(CCS(=O)(=O)Cc1ccccc1F)NCCCN1CCCCC1	-3	0.2	-6	-1	-15	4	-7	94	2
CC(=N[C@@H]1CCCC[C@H]1N=C(C)c1ccccc1O)c1ccccc1O	-2	0.4	-2	-2	11	-5	11	92	-1
CCc1ccc(-c2cc(C)no2)cc1S(=O)(=O)N1CCN(c2ccc(C(C)=O)cc2)CC1	-2	1.2	15*	-1	2	-13	4	80	0
COc1ccc([N+](=O)[O-])cc1Nc1c2ccccc2nc2ccccc12	-5	5.0	-1	2	-4	7	4	105	0
Fc1ccc(CSc2ccc3nnc(-c4cccnc4)n3n2)cc1	7	-1.1	-2	3	4	-12	19	111	4
Cc1cc(N2C(=O)C=CC2=O)c([N+](=O)[O-])cc1C	48*	3.0	2	-2	10	1	-6	117	3
Cc1cc(NC(=O)c2cc3ccccc3o2)ccc1NC(=O)c1ccccc1	17	1.6	-3	-3	1	-3	13	96	1
Cc1cc(C)n2nc(SCC(=O)c3c(N)n(CC(C)C)c(=O)n(C)c3=O)nc2n1	-1	-1.3	-1	0	1	-40	2	104	2
Cc1cnc(NC(=O)CSc2nnc(C)s2)s1	-2	-0.3	2	-7	-3	1	-2	97	1
COc1ccc(S(=O)(=O)N2CCC(C(=O)N[C@@H](C)C(=O)NCc3cccc(OC)c3)CC2)cc1	-9	0.4	-2	-1	11	-3	-2	114	-2
O=C(Cn1ncc2c1-c1ccccc1OC2)Nc1cccc(Cl)c1	-31	4.7	-3	8	-10	5	7	92	-1
CC(C)=CCc1c2c(c3occ(-c4ccc(O)cc4)c(=O)c3c1O)C=CC(C)(C)O2	5	5.5	-3	1	2	168	35*	100	-5
CCCc1nc(SCC(=O)N2CCCc3ccccc32)c2c(=O)n(C)c(=O)n(C)c2n1	33	1.0	-1	7	1	-2	8	96	1
CC(C)Oc1cccc(C(=O)NC(=S)Nc2ccc(N3CCN(C)CC3)cc2)c1	4	-0.1	-2	-2	10	-7	12	86	-4
CC1CCc2c(sc3ncn4c(SCC(=O)NCc5ccco5)nnc4c23)C1 (centres undefined)	1	1.2	1	-1	6	1	-9	97	2
NS(=O)(=O)c1ccc(CNC(=O)c2scc3c2CCCC3)cc1	3	-2.0	2	3	8	-20	4	75	0
Cc1nc(C(=O)NCCC(C)C)sc1C1(C)CC(c2ccccc2)=NO1 (centres undefined)	10	2.0	0	-4	-10	-5	11	101	-2
